# CASP6 VEID inh – caspase-6 (human) enzyme inhibition | purified caspase-6, Z-VEID-R110 cleavage fluorescence | inhibition, % at 12.5 µM | actives 0.53% (n = 350,000) | P55212;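 active = mean inhibition across replicates at least about 35%, with every replicate also reaching that limit, limit read from the data; inconclusive = only one of the two criteria met; inactive = neither criterion met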;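 also: 0% = median of neutral control wells and 100% = no fluorescence left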
# Target sequence (P55212 24-179 limits assumed): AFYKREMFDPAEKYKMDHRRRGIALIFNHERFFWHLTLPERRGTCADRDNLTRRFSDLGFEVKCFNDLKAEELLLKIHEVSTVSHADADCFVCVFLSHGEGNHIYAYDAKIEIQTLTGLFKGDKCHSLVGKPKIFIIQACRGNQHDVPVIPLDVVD
# Target sequence (P55212 194-293 limits assumed): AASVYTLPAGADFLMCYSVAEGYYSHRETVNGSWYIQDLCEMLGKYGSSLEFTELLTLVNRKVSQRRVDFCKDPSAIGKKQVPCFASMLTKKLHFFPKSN
# DENV2 CPE rescue – DENV2-induced cell death inhibition; actives 1.7% (n = 350,000); CPE inhibition, % at 9.99 µM; AID 651640; DENV2-infected cells, cytopathic effect rescue, plate reader; in the data active = CPE inhibition above about 20%, passing the limit was not always enough; inconclusive = no clear call, values can overlap the other calls; tested in BHK-21 cells;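 also: 0% = median of neutral control wells and 100% = median of positive control wells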
# ARNT TACC3 PPI – disruptors of human ARNT/TACC3 interaction; AlphaScreen His-ARNT PAS-B/GST-TACC3 binding, luminescence; TACC3 fragment carries E629A point mutation; actives 0.66% (n = 390,000); Q9Y6A5; inhibition, % at 9.99 µM;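 active = mean inhibition of replicates at least 50% and at least half of replicates each reaching 50%; inconclusive = half or more replicates reach 50% but mean below 50%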;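 also: 0% = complete ARNT plus TACC3 wells and 100% = ARNT alone without TACC3; many hits fall short of the cut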
# LGR2 inh – Drosophila LGR2 receptor signaling inhibition; actives 0.35% (n = 380,000); AID 720647; inhibition, % at 9.99 µM; HEK293 LGR2, CRE-luciferase, bursicon-stimulated, 4 h;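 active = drop in luminescence signal, shown as inhibition above about 50% in the replicate tests, limit read from the data, passing the limit was not always enough; inconclusive = probably only some replicates passing the limit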;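 also: agonist challenge used bursicon conditioned medium at about half maximal strength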
# EWS-Fli block – inhibitors of EWS/Fli oncoprotein transcriptional activity | A673 NR0B1-luciferase reporter, viability-normalised | inhibition, % at 12.6 µM | actives 0.67% (n = 350,000) | AID 651661;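 active = mean inhibition of at least 50% after viability correction, with every replicate also passing that limit; inconclusive = mean reaches 50% but only one of two replicates passes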;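 also: firefly luciferase signal divided by Alamar Blue viability fluorescence both relative to DMSO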
# PAX8 inh HTS – inhibitors of PAX8 transcriptional activity in RMG-I cells | RMG-I TPO-luciferase reporter, SteadyGlo, 24 h | inhibition, % at 12.6 µM | actives 1.2% (n = 360,000);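 active = mean replicate inhibition at least 60% with every replicate also reaching 60%; inconclusive = only one of the two criteria is met; inactive = mean below 60% and not all replicates reaching 60%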;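 also: luciferase light reporting Pax8 driven TPO promoter activity; plate controls were median of neutral control wells for no effect and mitoxantrone controls for full effect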
# SIRT5 inh – blocks human SIRT5 desuccinylation of peptide. Q9NXA8. Purified SirT5, succinyl-peptide AMC, trypsin-coupled fluorescence. inhibition, % at 15 µM. actives 1.1% (n = 330,000). AID 652115; in the data active = inhibition above about 15%; inconclusive = no clear call, values can overlap the other calls
# Target sequence (Q9NXA8 whole entry, looked up): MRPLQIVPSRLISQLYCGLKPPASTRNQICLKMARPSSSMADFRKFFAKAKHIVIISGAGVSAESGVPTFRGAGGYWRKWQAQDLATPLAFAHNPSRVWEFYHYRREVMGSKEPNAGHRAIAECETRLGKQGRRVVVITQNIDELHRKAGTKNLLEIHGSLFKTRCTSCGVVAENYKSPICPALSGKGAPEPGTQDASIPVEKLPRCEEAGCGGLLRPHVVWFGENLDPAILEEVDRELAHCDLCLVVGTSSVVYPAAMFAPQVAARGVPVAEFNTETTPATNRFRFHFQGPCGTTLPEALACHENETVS
# Starred values were filed as active, the others as inactive; ? = inconclusive; nt = no result given; & = joins results of further samples.
# The first 9 records, to show the layout:
SMILES,CASP6 VEID inh,DENV2 CPE rescue,ARNT TACC3 PPI,LGR2 inh,EWS-Fli block,PAX8 inh HTS,SIRT5 inh
C[C@H](CO)N1C[C@H](C)[C@@H](CN(C)C(=O)Nc2ccc(F)cc2)Oc2ncc(C#Cc3ccc(F)cc3)cc2C1=O,1,4,6,4,3,nt,0
Cc1ccc2[nH]c3c(c2c1)CCCC3NCCO (configuration not stated),44*,4,43*,3,11,-8,-3
COc1ccc(CNC(=O)CN2CCN(S(=O)(=O)c3ccccc3)CC2)cc1,-3,-5,-3,-21,0,4,-2
O=C(C[C@H]1C=C[C@H](NS(=O)(=O)c2ccccc2)[C@H](CO)O1)NCc1ccc(Cl)c(Cl)c1,2,1,-10,9,2,8,2
CC(C)(C)Nc1nc(Cl)nc(NCc2ccccc2)n1,0,-2,4,0,6,0,-6
O=C(c1cnccn1)N1CC(=O)N2[C@@H](CO)[C@@H](c3ccc(C#CCc4ccccc4)cc3)[C@@H]2C1,1,-3,nt,8,-1,5,1
O=C(CCNC(=O)C1CCN(S(=O)(=O)c2ccccc2)CC1)NCc1ccncc1,0,1,-3,1,-6,3,0
C[C@@H]1CN([C@H](C)CO)C(=O)Cc2cc(NC(=O)Nc3ccc(F)cc3)ccc2O[C@H]1CN(C)Cc1ccncc1,1,11,-2,nt,-5,-2,1
Cc1noc(C)c1NC(=O)N(C)C[C@@H]1Oc2c(NC(=O)c3ccncc3)cccc2C(=O)N([C@H](C)CO)C[C@H]1C,0,-5,1,-16,-4,nt,-7

# Results, previewed entries included:
SMILES,CASP6 VEID inh,DENV2 CPE rescue,ARNT TACC3 PPI,LGR2 inh,EWS-Fli block,PAX8 inh HTS,SIRT5 inh
C[C@H](CO)N1C[C@H](C)[C@@H](CN(C)C(=O)Nc2ccc(F)cc2)Oc2ncc(C#Cc3ccc(F)cc3)cc2C1=O,1,4,6,4,3,nt,0
Cc1ccc2[nH]c3c(c2c1)CCCC3NCCO (configuration not stated),44*,4,43*,3,11,-8,-3
COc1ccc(CNC(=O)CN2CCN(S(=O)(=O)c3ccccc3)CC2)cc1,-3,-5,-3,-21,0,4,-2
O=C(C[C@H]1C=C[C@H](NS(=O)(=O)c2ccccc2)[C@H](CO)O1)NCc1ccc(Cl)c(Cl)c1,2,1,-10,9,2,8,2
CC(C)(C)Nc1nc(Cl)nc(NCc2ccccc2)n1,0,-2,4,0,6,0,-6
O=C(c1cnccn1)N1CC(=O)N2[C@@H](CO)[C@@H](c3ccc(C#CCc4ccccc4)cc3)[C@@H]2C1,1,-3,nt,8,-1,5,1
O=C(CCNC(=O)C1CCN(S(=O)(=O)c2ccccc2)CC1)NCc1ccncc1,0,1,-3,1,-6,3,0
C[C@@H]1CN([C@H](C)CO)C(=O)Cc2cc(NC(=O)Nc3ccc(F)cc3)ccc2O[C@H]1CN(C)Cc1ccncc1,1,11,-2,nt,-5,-2,1
Cc1noc(C)c1NC(=O)N(C)C[C@@H]1Oc2c(NC(=O)c3ccncc3)cccc2C(=O)N([C@H](C)CO)C[C@H]1C,0,-5,1,-16,-4,nt,-7
COc1ccccc1-c1cn(CC[C@H]2CC[C@@H](NC(=O)C3CCOCC3)[C@@H](CO)O2)nn1,4,-1,-29,22,-1,4,3
O=C(O)c1ccc(C(=O)Nc2cccc3ccccc23)c(C(=O)O)c1,11,3,17,1,18,8,nt
CCOC(=O)N1CCN(C(=O)CNC(=O)c2ccc(Cl)cc2Cl)CC1,2,0,nt,-8,-4,1,-5
CCN(CC)S(=O)(=O)c1ccc(N2CCOCC2)c(NC(=O)c2ccc3c(c2)OCCO3)c1,0,-3,5,8,10,10,2
CC(=O)N1CCOc2ccc(S(=O)(=O)NCC3CCC(C(=O)Nc4ccc(C)cn4)CC3)cc21 (configuration not stated),3,-2,2,6,nt,41,0
Cc1ccsc1C(=CCCN1CCC[C@@H](C(=O)O)C1)c1sccc1C,2,3,-2,-22,5,2,0
CCOc1cc(/C=C2\C(=N)N3N=CSC3=NC2=O)ccc1OS(=O)(=O)c1ccccc1,4,-7,-1,7,nt,8,11
CCCN1CCC(=O)N(CCSc2ccc(NC(C)=O)cc2)CC1,1,?,0,9,-5,4,nt
CC(C)C#Cc1cnc2c(c1)C(=O)N([C@H](C)CO)C[C@H](C)[C@H](CN(C)C(=O)Cc1ccccn1)O2,2,11,nt,-12,3,-17,-4
COCC(=O)N(C)C[C@H]1Oc2ncc(C#C[C@H](C)O)cc2C(=O)N([C@@H](C)CO)C[C@H]1C,-3&4&-2,-7&3,29&-2,-5&6,7&-8&-2,-6,1&7&0
CCCC(=O)Nc1ccc2c(c1)C(=O)N(C)C[C@H](OC)[C@@H](C)CN(C(=O)c1ccncc1)[C@@H](C)CO2,2,1,-2,-13,-3,5,1
C[C@H](NC(=O)OCc1ccccc1)C(=O)N[C@@H](Cc1c[nH]c2ccccc12)C(=O)O,-2,-12,1,-10,-3,0,nt
COc1ccc(NC(=O)C2CCCN(S(=O)(=O)c3ccc4c(c3)oc(=O)n4C)C2)cc1OC (configuration not stated),-2,-1,-5,-7,6,18,0
C/C(=N/NC(=O)c1ccc(Br)o1)c1ccc(C)o1,0,-2,nt,-2,-5,9,4
O=C(CN1CCOCC1)N[C@H]1CC[C@@H](CCn2cc(C3CCCC3)nn2)O[C@H]1CO,6,5,nt,4,nt,-14,-4
C[C@@H]1CCCCO[C@@H](CN(C)Cc2ccc(C(=O)Nc3ccccc3N)cc2)[C@@H](C)CN([C@H](C)CO)C(=O)c2cc(NS(C)(=O)=O)ccc2O1,-4,10,nt,-4,nt,8,5
O=[N+]([O-])c1ccccc1CSc1nnc2ccccn12,-1,-3,8,-68,-58,-83,-1
Cc1cc(N/N=C/c2ccccc2)nc(NCc2ccccc2)n1,0,2,10,0,2,-69,-7
CN(C)CC(=O)N[C@H]1C[C@@H]2O[C@H](CO)CC[C@@H]2O[C@@H]1CCc1ccc(C#Cc2ccccc2)cc1,0,-6,nt,nt,2,-25,nt
C[C@H]1CCCCO[C@H](CN(C)C(=O)Nc2ccc(F)cc2)[C@@H](C)CN([C@@H](C)CO)C(=O)c2cc(NC(=O)Nc3cccc4ccccc34)ccc2O1,-3,-2,2,23,-13,11,2
C[C@@H]1CN([C@@H](C)CO)C(=O)CCCn2nncc2CO[C@H]1CN(C)C(=O)Nc1ccc2c(c1)OCCO2,-2,14,-7,nt,-6,-108,1
CCOc1ccc(CN(CC)C(=O)c2ccc3c(c2)[nH]c(=O)c(=O)n3CC)cc1OC,0,3,-5,-3,9,6,-1
Cc1cccc(N2C(=O)C3CCC(c4ccccc4)CC3C2=O)c1 (configuration not stated),2,1,-1,16,4,10,-1
Cc1ccc(N2CCN(S(=O)(=O)c3ccc(Cl)s3)CC2C)cc1 (configuration not stated),-1,11,3,-13,11,9,-1
O=C(NCc1ccncc1)[C@H]1N[C@H]2c3ccc(/C=C/c4ccccc4)c(=O)n3C[C@H]2[C@@H]1CO,-4,15,0,-10,-6,11,-111
Cc1ccc(S(C)(=O)=O)cc1C(=O)Nc1ccc(S(=O)(=O)Nc2nccs2)cc1,3,-6,-5,-4,0,18,1
O=C(CSCc1ccc(Cl)cc1)Nc1ccc(Br)cc1C(=O)O,7,-4,5,5,10,5,-4
CCc1nc(SCC(=O)Nc2cccc(C(F)(F)F)c2)c2c(=O)n(C)c(=O)n(C)c2n1,0,-4,-6,nt,3,25,-7
CN1C(=O)c2cc(NC(=O)Cc3ccccc3)ccc2OC[C@@H]2O[C@H](CC(=O)O)CC[C@H]21,3,1,-6,13,-1,0,-4
CCOC(=O)c1c(-c2ccc(C)o2)csc1NC(=O)CN1CCC(C(N)=O)CC1,1,-5,1,-16,0,-7,-1
COc1ccc(S(=O)(=O)N(C)C[C@H]2Oc3ccc(NC(=O)Nc4c(C)noc4C)cc3CC(=O)N([C@H](C)CO)C[C@H]2C)cc1,3,-2,-5,-8,2,nt,1
CC(C)NC(=O)N(C)C[C@H]1Oc2ncc(C#CC3CC3)cc2C(=O)N([C@H](C)CO)C[C@@H]1C,0,-3,1,3,2,-55,11
COc1ccc(C(=O)N2C[C@H]3[C@@H](c4ccccc42)[C@H](CO)N3C(=O)c2ccc(F)cc2)cc1,-5,17,-6,6,-5,1,-1
C[C@@H]1CN([C@@H](C)CO)C(=O)Cc2cc(NC(=O)Nc3ccccc3)ccc2O[C@H]1CN(C)S(C)(=O)=O,-3,1,-2,3,14,-10,8
Cc1ccccc1-c1ccc(C(=O)Nc2cccc(F)c2)o1,0,19,7,-72,-79,-5,-5
O=C(OCCN1CCCCC1)c1cccc(Cl)c1,2,0,-4,-3,8,18,0
C[C@H](NC(N)=O)C(=O)N1CCN(S(=O)(=O)c2ccc3ccccc3c2)CC1,5,1,-3,-1,-3,6,nt
COc1cc(C)c(CN2CCN(C(=O)CCC(=O)c3ccc(C)s3)CC2)cc1OC,-3,-1,nt,-2,8,12,19*
CS(=O)(=O)c1cc(N2CCOCC2)ccc1CNC[C@H]1O[C@@H](n2cnc3c(=O)[nH]c(N)nc32)[C@H](O)[C@@H]1O,1,-12,nt,8,-9,10,4
O=C(O)c1cc(=O)c2c(OCC(O)COc3cccc4oc(C(=O)O)cc(=O)c34)cccc2o1,2,26*,3,-1,5,7,2
O=C(Nc1cc(Cl)ccc1C(=O)O)c1ccc(CN2C(=O)c3ccccc3C2=O)cc1,-3,-2,-7,-5,-24,11,5

# (list continues)
SMILES,CASP6 VEID inh,DENV2 CPE rescue,ARNT TACC3 PPI,LGR2 inh,EWS-Fli block,PAX8 inh HTS,SIRT5 inh
O=C(CN1CC[n+]2c(-c3ccccc3)csc21)c1ccc(Br)cc1,-2,-5,nt,-12,3,-7,-2
O=C(C[C@@H]1CC[C@@H]2[C@H](COC[C@H](O)CN2S(=O)(=O)c2ccc(F)cc2)O1)N[C@@H]1CCN(Cc2ccccc2)C1,-2,-5,10,-14,-5,-1,-5
O=C(CS(=O)(=O)c1cn(Cc2ccc(F)cc2)c2ccccc12)N1CCOCC1,-1,-5,-10,3,-7,10,-2
COc1cc(/C=N/NC(=S)NC(C)C)ccc1OCC(=O)Nc1c(C)cc(C)cc1C,nt,nt,-3,0,nt,10,nt
COc1ccc(S(=O)(=O)Nc2ccc3c(c2)C(=O)N([C@H](C)CO)C[C@H](C)[C@H](CN(C)C(=O)CCC(F)(F)F)OCCCC[C@H](C)O3)cc1,-1,-4,-1,6,-1,20,4
C[C@H]1CN([C@@H](C)CO)C(=O)Cc2cc(NS(=O)(=O)c3cn(C)cn3)ccc2O[C@H]1CN(C)C(=O)Nc1cccc2ccccc12,2,-10,nt,-10,1,10,-3
CCOC(=O)Cc1nn(Cc2nc(-c3ccc(C#N)cc3)cs2)c(=O)c2ccccc12,4,-3,nt,2,-10,4,-1
CS(=O)(=O)N(CC(=O)N1CCOCC1)c1cccc(Cl)c1Cl,0,7,-2,19,-4,-8,-3
COC(=O)c1ccc(CN2C(=O)c3ccccc3C2=O)o1,-4,12,nt,8,2,6,-1
O=C(COC(=O)c1ncc(Cl)c(Cl)c1Cl)NC1CCCCCC1,4,-5,0,20,2,5,3
O=C(CCN1CCCCC1)NCC[C@H]1CC[C@@H](NC(=O)C2CCCCC2)[C@@H](CO)O1,-3,-1,nt,-4,1,8,-4
Cc1ccc(C(C(=O)NC2CCCCC2)N(C(=O)c2csnn2)C2CCCC2)o1 (configuration not stated),11,nt,7,8,nt,nt,-2
CCOC(=O)c1[nH]c2ccc(C(=O)OC)cc2c1C(=O)OCC,4,nt,18,-24,-1,-136,-5
C=CCn1c(SCC(=O)Nc2ccc(NC(C)=O)cc2)nc2sc(C)c(C)c2c1=O,0,-2,-1,-10,4,14,-6
